Screening data as filed in PubChem BioAssay.
Lung fibro prol: blocks proliferation of human lung fibroblasts; AID 719; LL 47 human lung fibroblast viability, ATP luminescence; hits give low values; 1.1% of 85,000 active; viability, % at 10 µM;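 active = viability at or below 50% in the single dose screen; inactive = viability above 50%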;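 note: compound exposure lasted 72 h before the ATP readout; 100% = median luminescence of untreated cell-only wells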
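Benchmarks: Cell-only wells, no compound | Test system: LL 47 human lung fibroblasts, passage 12 or lower | Input: 1,150 cells/well | Measured by: CellTiter-Glo luminescence measuring cellular ATP | Medium: IMEM, 15% FBS supplement | Schedule: Overnight attachment after seeding, then 72 h compound exposure at 37 °C | Doses: Compound addition at 0.1% DMSO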
H69AR inhibit: blocks growth of human H69AR lung tumor cells; H69AR lung tumor viability, ATP luminescence, 72 h; hits give low values; 6% of 85,000 active; viability, % at 10 µM;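 active = viability at or below 40%; inactive = viability above 40%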;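 note: multidrug resistant small cell line overexpressing MRP-1 efflux transporter; 100% = mean luminescence of untreated control wells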
HUVEC inhibit: inhibitors of human endothelial cell proliferation | AID 648 | HUVEC proliferation, CellTiter-Glo luminescence, 72 h; hits give low values | 1.1% of 86,000 active | viability, % at 10 µM (by protocol);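 active = viability at or below 30%; inactive = viability above 30%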;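 note: 100% = median luminescence of DMSO-only cell control wells on each plate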
An asterisk follows results filed as active. Not all compounds are listed; count on the stated rates, not on these rows.

SMILES	Lung fibro prol	H69AR inhibit	HUVEC inhibit
COc1ccc(-c2cn3c(C)c(C(=O)N4CCN(c5ccccc5)CC4)sc3n2)cc1	114	92	85
CCC(C)n1c(C)nc2c(c1=O)c1nc3ccccc3nc1n2-c1ccc2c(c1)OCCO2 (configuration not stated)	105	94	89
COc1ccc(N2CCn3c2nc2c3c(=O)n(CCc3ccccc3)c(=O)n2C)cc1	95	90	81
Cc1oc2cc3c(C(=O)OCCN(C)C)c(C)oc3cc2c1C(=O)OCCN(C)C	89	109	75
Cc1ccc(-n2ncc3c2ncn2c(-c4ccncc4)nnc32)cc1	100	65	97
CCC(=O)N1CCc2cc(S(=O)(=O)NC(Cc3ccccc3)C(=O)NC3CCCCC3)ccc21 (configuration not stated)	106	100	107
COc1ccc2oc(=O)c(C(=O)N3CCN(C45CC6CC(CC(C6)C4)C5)CC3)cc2c1	103	98	86
CCN1CCN(C(=O)c2cc3c(=O)n4ccccc4nc3n2Cc2ccccc2)CC1	101	87	109
O=C(CSc1nccc2ccccc12)N1CCN(Cc2ccc3c(c2)OCO3)CC1	92	84	95
COc1cc(NS(=O)(=O)c2ccc(N)cc2)ncn1	98	104	113
CCC(C)NC(=O)CC(NS(=O)(=O)c1ccc(C)cc1)c1ccc(OC)cc1 (configuration not stated)	97	96	99
CCCn1c(=O)c2ccccc2n2c(SCC(=O)c3cc(C)n(CCOC)c3C)nnc12	99	107	96
O=C(CCCC(=O)N1CCc2ccccc21)N1CCc2ccccc21	98	99	105
Cc1ccc2c(COC(=O)c3cnc(C)cn3)cc(=O)oc2c1	105	102	104
O=C1[O][Bi][O]c2ccccc21	98	91	103
CCOC(=O)C1CCCN(c2c(N3CCN(c4cccc(Cl)c4)CC3)c(=O)c2=O)C1 (configuration not stated)	106	95	53
CCN(CC)c1ccc2cc(C(=O)Nc3cccnc3N3CCOCC3)c(=O)oc2c1	64	21*	60
COc1ccc(Cn2c3nc4ccccc4nc3c3c(=O)n(Cc4ccco4)cnc32)cc1	92	82	81
O=c1c2ccccc2cnn1-c1nc2ccccc2s1	57	62	57
Cc1cc(C2(c3ccc(O)c(C)c3)OC(=O)c3ccccc32)ccc1O	97	89	86

Reprinted from the part before: 3 compounds, then new ones.
SMILES	Lung fibro prol	H69AR inhibit	HUVEC inhibit
COc1ccc(Cn2c3nc4ccccc4nc3c3c(=O)n(Cc4ccco4)cnc32)cc1	92	82	81
O=c1c2ccccc2cnn1-c1nc2ccccc2s1	57	62	57
Cc1cc(C2(c3ccc(O)c(C)c3)OC(=O)c3ccccc32)ccc1O	97	89	86
CC1(C)CC(=O)C2=C(C1)N(CCN1CCOCC1)C1=C(C(=O)CC(C)(C)C1)C2c1ccc(Cl)cc1	99	69	94
Cc1cccc(C)c1NC(=O)C1(N2CCN(C(=O)c3ccco3)CC2)CCCCC1	93	71	104
CCN(CC)CCCN1C(=O)C(=O)/C(=C(/O)c2c(C)nc3ccccn23)C1c1ccc(C)o1 (configuration not stated)	90	91	100
Cc1ccc(-n2c3c(cc(C(=O)Nc4cccc(C)n4)c2=O)C(=O)CCC3)cc1	98	93	100
c1ccc(-c2nc3c4ccccc4nc(N4CCN(c5ccccn5)CC4)n3n2)cc1	97	55	78
COc1ccc(C2C(C(=O)OC3CCCCC3)=C(C)Nc3nnnn32)c(OC)c1OC (configuration not stated)	93	7.3*	100
O=c1[nH]c(CSc2nnc(-c3ccco3)n2-c2ccccc2)nc2sc3c(c12)CCC3	82	70	48
Cc1c(C(=O)NCC2CCCO2)oc2ccc(S(=O)(=O)N3CCCCC3)cc12 (configuration not stated)	93	86	83
CN1CCc2c(sc3c2c(=O)n(-c2ccccc2)c2nnc(SCc4ccc(F)cc4)n32)C1	98	82	92
COc1ccc(-c2noc(CCC(=O)O)n2)cc1	93	94	89
CN(Cc1ccco1)S(=O)(=O)c1ccc2c(c1)CCN2C(=O)CCC(=O)O	100	100	91
CC1CN(c2nc3c(c(=O)n(C)c(=O)n3C)n2Cc2c(Cl)cccc2Cl)CC(C)O1 (configuration not stated)	90	66	85
O=C(O)C(Cc1c[nH]c2ccccc12)NS(=O)(=O)c1cccc2nsnc12 (configuration not stated)	95	95	96
Cc1ccc(NC(=O)c2oc3ccc(S(=O)(=O)N4CCC5(CC4)OCCO5)cc3c2C)cc1C	96	101	70
COc1ccc(OCC2CNC(=O)O2)cc1 (configuration not stated)	103	92	97
O=C(Nc1ccc2c(c1)nc1n2CCN(C2CCCCC2)C1)c1ccco1	109	77	88
CCC(=O)Nc1c2c(nn1-c1cccc(Cl)c1)CSC2	92	93	103
Cc1cc2cc(CN3C(=O)c4ccccc4C3=O)ccc2[nH]1	98	92	108
O=C(O)CSC1=NCCN1	94	87	113
Cc1cc(C)n(Cc2ccccc2F)c(=O)c1C#N	93	99	93

Results in HUVEC inhibit (six entries from above):
| Compound | HUVEC inhibit |
| --- | --- |
| COc1ccc(OCC2CNC(=O)O2)cc1 (configuration not stated) | 97 |
| O=C(Nc1ccc2c(c1)nc1n2CCN(C2CCCCC2)C1)c1ccco1 | 88 |
| CCC(=O)Nc1c2c(nn1-c1cccc(Cl)c1)CSC2 | 103 |
| Cc1cc2cc(CN3C(=O)c4ccccc4C3=O)ccc2[nH]1 | 108 |
| O=C(O)CSC1=NCCN1 | 113 |
| Cc1cc(C)n(Cc2ccccc2F)c(=O)c1C#N | 93 |

(further entries)
SMILES	Lung fibro prol	H69AR inhibit	HUVEC inhibit
CCOC(=O)CSc1nc(C)cc(Oc2ccc(=O)n(C)n2)n1	96	96	92
O=c1[nH]c(CN2CCC(c3nc4ccccc4s3)CC2)nc2sc3c(c12)CCC3	99	82	107
CCOC(=O)C1=C(C)Nc2nc(C)nn2C1c1ccc(OCC)c(OC)c1 (configuration not stated)	91	88	99
CCCc1nnc(NC(=O)Nc2ccccc2OC)s1	92	91	86
COc1ccccc1NC(=O)N1CCN(c2ccc3nncn3n2)CC1	109	91	111
c1nc(N2CCC3(CC2)OCCO3)c2[nH]cnc2n1	95	89	88
CCOC(=O)c1cc2c(=O)n3ccccc3nc2n(Cc2ccc(Cl)cc2)c1=N	83	51	92
CCOc1cc(N2CCOCC2)c(OCC)cc1NC(=O)c1nc2nc(C)cc(C)n2n1	104	70	74
CCN1C(=O)CSc2ccc(C(=O)OC)cc21	101	83	100
COC(=O)c1ccccc1NC(=O)CN1CCC(n2nnc3cc(C)ccc32)CC1	99	82	82

Structures from the list above that contain an NH in an aromatic ring:
SMILES	Lung fibro prol	H69AR inhibit	HUVEC inhibit
O=c1[nH]c(CSc2nnc(-c3ccco3)n2-c2ccccc2)nc2sc3c(c12)CCC3	82	70	48
O=C(O)C(Cc1c[nH]c2ccccc12)NS(=O)(=O)c1cccc2nsnc12 (configuration not stated)	95	95	96
Cc1cc2cc(CN3C(=O)c4ccccc4C3=O)ccc2[nH]1	98	92	108
O=c1[nH]c(CN2CCC(c3nc4ccccc4s3)CC2)nc2sc3c(c12)CCC3	99	82	107
c1nc(N2CCC3(CC2)OCCO3)c2[nH]cnc2n1	95	89	88

Next section
SMILES	Lung fibro prol	H69AR inhibit	HUVEC inhibit
Cc1ccc(-c2nn3c(-c4ccco4)nnc3c3ccccc23)cc1S(=O)(=O)N1CCOCC1	98	70	92
O=C(Cn1c(NCCO)nc2ccccc21)c1ccccc1	93	92	102
CCc1c(C)nc(N)n2c(SCC(=O)N3CCN(c4ccccc4)CC3)nnc12	103	95	94
COC(=O)c1ccc(OC(=O)c2ccc(OCc3c(C)noc3C)c(OC)c2)cc1	101	106	99
Cc1cccn2c(=O)c3cc(C(=O)NCCN4CCOCC4)n(Cc4ccccc4)c3nc12	94	80	91
Cc1ccc(Cl)cc1N1CCN(C(=O)C2CCC(=O)N2C(C)C)CC1 (configuration not stated)	98	81	86
COc1cccc(C2/C(=C(/O)c3ccc(C)cc3)C(=O)C(=O)N2Cc2ccco2)c1 (configuration not stated)	100	96	78
Cc1nn(-c2ccccc2)c2sc(C(=O)C(C#N)c3ccccn3)cc12 (configuration not stated)	100	90	107
COc1cccc(C2/C(=C(/O)c3ccncc3)C(=O)C(=O)N2CCCN2CCOCC2)c1OC (configuration not stated)	96	93	97
CCOC(=O)c1cnc(-n2nc(C)cc2C)nc1Nc1ccc2c(c1)OCO2	86	56	103
Fc1ccc(CSc2ncnc3c2oc2ccccc23)cc1	105	92	101
CCCCCOC(=O)C1C(c2ccccc2)C(C(=O)O)C1c1ccccc1 (configuration not stated)	96	97	103
Cc1c(CCC#N)c(N2CCCCC2)n2c(nc3ccccc32)c1C#N	94	61	104
CCN(CC)CCCN1C(=O)C(O)=C(C(=O)c2ccc(C)o2)C1c1ccc(C)o1 (configuration not stated)	95	98	97
Cc1nnc2sc(-c3cc4ccccc4o3)nn12	108	91	99
Cc1cccn2c(=O)c3cc(C(=O)N4CCc5ccccc5C4)n(C)c3nc12	91	85	89
COc1ccc(C2C3=C(CC(C)(C)CC3=O)N(CCN3CCOCC3)C3=C2C(=O)CC(C)(C)C3)cc1	94	80	97
COC(=O)c1cccc(Oc2nc3c(c(=O)n(C)c(=O)n3C)n2Cc2ccc(C)cc2)c1	99	83	83
O=C(CSc1nnc(COc2ccccc2)o1)Nc1nccs1	99	98	96
O=C(O)CNC1=NCCC1	97	91	98
Cc1nc2sccn2c1-c1nc(C2CC2)c(C(=O)c2ccc3c(c2)NC(=O)CO3)s1	93	70	95
COCC(=O)NCc1ccc2c(c1)cc(C)n2C	101	90	94
CCn1c(=N)c(C(=O)OC)cc2c(=O)n3ccccc3nc21	100	90	92
Nc1nc(CSc2nnc(-c3cccc(F)c3)n2-c2ccccc2)nc(N2CCOCC2)n1	95	69	109
COc1ccc(N2CCCn3c2nc2c3c(=O)n(Cc3ccc(F)cc3)c(=O)n2C)c(OC)c1	86	105	86
COC(=O)c1ccc(C2/C(=C(\O)c3cccc(OC)c3)C(=O)C(=O)N2CCCN2CCOCC2)cc1 (configuration not stated)	98	94	102
COc1ccc(C)c2sc(=NC(=O)c3ccc(C#N)cc3)n(C)c12	100	70	97
O=C(O)C1Nc2c(O)cccc2C2C=CCC12 (configuration not stated)	104	63	90
COc1cc(C2C3=C(CC(C)(C)CC3=O)Nc3c2c(=O)[nH]c(=O)n3Cc2ccccc2)ccc1O (configuration not stated)	104	86	93
CCc1cc2c(=O)c(-c3nc4ccccc4[nH]3)coc2c(CN2CCCC(C)C2)c1O (configuration not stated)	99	81	108
CC(=O)c1ccc(N2CCN(C(=O)c3cc4c(=O)n(C)c5ccccc5c4n3C)CC2)cc1	86	86	85
COc1nc(-c2ccccc2)ccc1-c1noc(-c2ccc(F)cc2)n1	111	61	86
O=C(O)Cc1ccc(-c2ccccc2)cc1	94	85	92
COc1ccc(/C(O)=C2\C(=O)C(=O)N(CCN3CCOCC3)C2c2ccccc2OC)cc1 (configuration not stated)	103	95	102
O=C(NCCc1ccc(Cl)cc1)c1nnc(Cc2ccc(Cl)cc2)o1	98	100	91
NC(C(=O)O)C1CC(Cl)=NO1 (configuration not stated)	99	88	111
Cc1ccc2c(c1)[nH]c1c(N3CCN(Cc4ccc5c(c4)OCO5)CC3)ncnc12	107	65	69
O=C(NCCc1ccccc1)C(NS(=O)(=O)c1cccc2nsnc12)c1ccccc1 (configuration not stated)	107	88	88
CCOC(=O)CSCc1nc(-c2ccc(Cl)cc2)oc1C	94	90	100
O=C(CSc1nnc(-c2ccc(Cl)cc2)o1)N1CCN(c2ccccc2)CC1	103	89	98
CN1CCN(Cc2nc3c(c(=O)n(C)c(=O)n3C)n2CCc2ccccc2)CC1	97	93	92
CCn1c2ccccc2c2nnc(SCC(=O)NC(C(=O)OC)C(C)C)nc21 (configuration not stated)	99	64	103
CCCN(CCC)S(=O)(=O)c1ccc(C(=O)Nc2nnc(-c3cccc(OC)c3)o2)cc1	12*	16*	1.7*
